Assay outcomes: PubChem BioAssay, National Center for Advancing Translational Sciences (NCATS)
GALK inh – qHTS Assay for Inhibitors of Human Galactokinase (GALK); actives 0.007% (n = 270,000); P51570; Potency, µM (top dose mostly 57.5 µM), inactives show at the top dose activity change, negative = inhibition, most hits filed as inhibitors; Purified GALK, Kinase-Glo residual ATP luminescence; note: potency is the fitted concentration of half-maximal effect; % is set by controls: 0 for no effect and ±100 for the full control effect
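Galactose (100 uM) and ATP (35 uM) were turned over by 5 nM GALK for 1 h at RT. Kinase-Glo Plus then converted the remaining ATP into a luminescent signal.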
A-T KAP1 phos – qHTS Assay for Identifying a Potential Treatment of Ataxia-Telangiectasia | […] A-T fibroblasts, KAP-1 phosphorylation AlphaLISA; neocarzinostatin DNA damage 30 min before lysis | Potency, µM (doses to about 57.5 µM), for inactives: at the highest dose activation, most hits filed as activators | actives 0.19% (n = 320,000) | AID 485349, 2010; note: potency is the fitted concentration of half-maximal effect; % of control where 0% means no effect; nearly all actives have a fitted effect of over 45% in size
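ATM-like activity read as KAP-1 phosphorylation via AlphaLISA donor/acceptor antibody pairs after lysis and 6 hr at 25C. Cells were ATM-null patient fibroblasts ([…], hTERT), dosed 60 min, then exposed to the DSB inducer NCS for 30 min.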
ASM inhibitor – Inhibitors of Secretory Acid Sphingomyelinase (S-ASM): qHTS; placental ASM, HMU-PC fluorogenic substrate, 60 min; Sphingomyelin phosphodiesterase (Homo sapiens), P17405; actives 0.006% (n = 340,000); Potency, µM (series often up to 57.5 µM), for inactives: at the highest dose activity change, negative = inhibition, usual class: inhibitors; AID 504937, 2011; note: potency is the fitted concentration of half-maximal effect
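Human placenta-derived ASM preincubated with compound 10 min at room temperature, then reacted with 9 uM (final) fluorogenic HMU-PC substrate for 60 min at 37 C. Stop solution raises pH to 10; fluorescence read at Ex 386/Em 447 nm.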
a7 integrin act – qHTS for Activators of Integrin-Mediated Alleviation for Muscular Dystrophy; actives 0.064% (n = 350,000); Potency, µM (top dose mostly 38.3 µM), without a hit: top-dose activation, hits mostly activators; AID 624291, 2012; alpha7betagal myoblasts, beta-gal FDG fluorescence, 48 h;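 note: potency is the fitted concentration of half-maximal effect; 100% = response of the positive control SU9516; nearly all actives have a fitted effect of over 60% in size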
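alpha7betagal+/- myoblasts (passage 13, 250/well) treated 48 h at 37C with compounds at 1:260 dilution of DMSO stock. Lysed, then beta-galactosidase activity read as FDG fluorescence (ex 480/em 540) after 30 min, with pre-read for autofluorescence.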
CXXC DNA block – qHTS Fluorescence Polarization Assay for Inhibitors of MLL CXXC domain - DNA interaction; MLL-CXXC / FITC-HOXA9 DNA fluorescence polarization; Potency, µM (top dose mostly 115 µM), inactives show top-dose activity change, negative = inhibition, hits mostly inhibitors; actives 0.037% (n = 290,000); active = well fitted inhibition curve with a large enough effect in the polarisation, with a control signal flat, not every such curve was filed as active; inconclusive = small, poorly fitted or top-dose-only effect, or effect the other way, or a change in a side signal; inactive = no such curve, though single readings can be large or run the other way; the % refers to the polarisation; note: potency is the fitted concentration of half-maximal effect
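Purified MLL-CXXC (added from a 7 uM solution) was preincubated 5 min at ambient with pinned compounds in 50 mM Tris-HCl pH 7.5, 50 mM NaCl, 1 mM DTT, 0.05% BSA. Fluorescein-labeled HOX-A9 DNA (50 nM solution) followed, 30 min, then polarization read.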
KCNH2 WT inh – qHTS for Inhibitors of KCHN2 3.1: Wildtype qHTS; actives 0.37% (n = 340,000); Voltage-gated inwardly rectifying potassium channel KCNH2 (Homo sapiens), Q12809; U2OS, BacMam KCNH2, thallium flux FluxOr; stronger effect = lower value; activity change, % at 1.84 µM;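 active = maximum activity change below -70%; inconclusive = maximum activity change between -70% and -50%; inactive = maximum activity change above -50%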; note: % is set by controls: 0 for no effect and ±100 for the full control effect
Target sequence (Q12809 whole entry, looked up): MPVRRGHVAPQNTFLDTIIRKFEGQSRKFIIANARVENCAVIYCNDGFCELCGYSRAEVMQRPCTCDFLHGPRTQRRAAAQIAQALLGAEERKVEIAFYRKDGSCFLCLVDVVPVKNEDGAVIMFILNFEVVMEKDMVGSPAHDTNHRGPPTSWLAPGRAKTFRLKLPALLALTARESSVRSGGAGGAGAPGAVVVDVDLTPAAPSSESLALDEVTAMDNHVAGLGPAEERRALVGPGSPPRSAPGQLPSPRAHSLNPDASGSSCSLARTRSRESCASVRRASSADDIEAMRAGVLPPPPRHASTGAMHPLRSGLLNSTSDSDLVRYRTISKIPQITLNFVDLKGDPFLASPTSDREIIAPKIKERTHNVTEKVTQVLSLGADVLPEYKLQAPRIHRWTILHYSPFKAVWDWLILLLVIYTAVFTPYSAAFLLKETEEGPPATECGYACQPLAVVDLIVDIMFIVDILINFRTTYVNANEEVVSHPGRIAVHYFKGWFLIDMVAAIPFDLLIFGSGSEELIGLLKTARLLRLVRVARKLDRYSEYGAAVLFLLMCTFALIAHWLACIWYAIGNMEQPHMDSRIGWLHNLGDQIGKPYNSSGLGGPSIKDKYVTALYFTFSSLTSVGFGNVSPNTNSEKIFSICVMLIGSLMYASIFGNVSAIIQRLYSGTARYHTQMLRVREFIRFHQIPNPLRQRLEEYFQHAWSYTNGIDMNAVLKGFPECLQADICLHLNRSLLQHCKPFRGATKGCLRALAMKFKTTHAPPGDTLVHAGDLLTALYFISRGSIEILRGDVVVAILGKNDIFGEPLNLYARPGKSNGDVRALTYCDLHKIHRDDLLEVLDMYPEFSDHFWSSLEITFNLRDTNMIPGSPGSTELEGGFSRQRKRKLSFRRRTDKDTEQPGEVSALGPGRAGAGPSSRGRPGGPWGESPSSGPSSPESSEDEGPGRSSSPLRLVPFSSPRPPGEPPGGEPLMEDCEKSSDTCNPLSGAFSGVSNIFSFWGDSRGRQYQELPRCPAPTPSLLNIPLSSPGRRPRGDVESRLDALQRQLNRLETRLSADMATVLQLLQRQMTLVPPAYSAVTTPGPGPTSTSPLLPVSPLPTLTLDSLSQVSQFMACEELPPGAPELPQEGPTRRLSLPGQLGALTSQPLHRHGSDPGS
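U2OS cells were transduced with wild-type KCNH2 virus (2.03 x 10^8 / mL) for 4 h at room temperature, then cultured overnight at 37 C. Thallium flux was read with FluxOr dye. Rate constants were normalized to DMSO controls.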
MBNL1-CUG inh – qHTS Assay for Inhibitors of MBNL1-poly(CUG) RNA binding | actives 0.036% (n = 280,000) | AID 2675, 2010 | Muscleblind-like protein 1 (Homo sapiens), Q9NR56 | TR-FRET MBNL1-His/biotin-(CUG)12 binding, 665/545 ratio | Potency, µM (series often up to 57.5 µM), for the others: at the highest dose activity change, negative = inhibition, most hits filed as inhibitors; active = well fitted inhibition curve with a large enough effect in the signal ratio, with a control signal flat, not every such curve was filed as active; inconclusive = small, poorly fitted or top-dose-only effect, or effect the other way, or a change in a side signal; inactive = no such curve, though single readings can be large or run the other way; the % refers to the signal ratio; note: potency is the fitted concentration of half-maximal effect; % is set by controls: 0 for no effect and ±100 for the full control effect
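Compounds (final 92 nM to 58 uM) are added to His-tagged MBNL1 and biotin-(CUG)12, then terbium anti-His antibody and streptavidin-XL665 (5 nM final). After 60 min at room temperature, the 665/545 nm ratio is read.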
KCNH2 3.1 block – qHTS for Inhibitors of KCHN2 3.1: Mutant qHTS; Potassium voltage-gated channel subfamily H member 2, brain isoform KCNH2 3.1 (human); U2OS KCNH2 3.1, thallium flux FluxOr; stronger effect = lower value; activity change, % (tested at about 1.8 µM); actives 0.95% (n = 340,000); AID 720553, 2013;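 active = maximum activity change below -70%; inconclusive = maximum activity change from -70% to -50%; inactive = maximum activity change above -50%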;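 note: thallium influx rate constant from kinetic fluorescence after stimulation buffer; % is set by controls: 0 for no effect and ±100 for the full control effect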
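Kinetic fluorescence (2 min after stimulation buffer) measures Tl+ influx through KCNH2 3.1 expressed by viral transduction in U2OS cells; the rate constant is normalized against DMSO controls serving as positive and negative references.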
FBPA coupling cs – qHTS Assay for Inhibitors of Fructose-1,6-bisphosphate Aldolase from Giardia Lamblia: Coupling assay counterscreen; coupling enzyme system counterscreen, AmpLite Red fluorescence; actives 0.67% (n = 290,000); activity change, negative = inhibition, % at 58.2 µM, hits read low; in the data active = activity change below about -30%; note: % is set by controls: 0 for no effect and ±100 for the full control effect
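Final compound at 57.5 uM, incubated 10 min at RT with coupling enzyme reagent (glyceraldehyde-3-phosphate), then 20 min with substrate and AmpLite Red detection. Fluorescence read at 525/598 nm; tests interference with the coupling assay, not aldolase inhibition.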
TRPV1 ag – HTS Assay for Compounds that Act as Agonists of the Vanilloid Receptor 1; TRPV1-expressing cells, Fluo-8 calcium influx, agonist mode; Transient receptor potential cation channel subfamily V member 1 (Homo sapiens), Q8NER1; activation, % at 8.33 µM; AID 540275, 2011; actives 0.19% (n = 320,000); in the data active = activation above about 80%; inconclusive = between about 30% and that limit; note: 0% is about no effect
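Fluo-8 calcium influx in TRPV1-expressing cells, kinetic read (ex 480/em 520 nm). Compound added and read 3 min for agonist activity, followed by capsaicin at EC20 final and 2 min further read for enhancement.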
* marks the source's active call; other numbers are inactive results; ? = inconclusive; . = not tested or not shown; [ ] = remark or other dose. Unless noted, calls come from the whole dose curve; as a rule, active = well fitted curve in the direction sought with a large enough effect; inconclusive = small, poorly fitted or top-dose-only effect, or another doubt; inactive = no such curve, though single readings can be large; an effect the other way counts as inactive or inconclusive.

SMILES	GALK inh	A-T KAP1 phos	ASM inhibitor	a7 integrin act	CXXC DNA block	KCNH2 WT inh	MBNL1-CUG inh	KCNH2 3.1 block	FBPA coupling cs	TRPV1 ag
Cc1ccc(CN2CCN(Cc3cccn3-c3ccc(Cl)cn3)CC2CCO)o1 (stereo not given)	-2%	-4%	2%	-15%	21%	27	6%	.	0	-2
Cc1cccc(C(=O)Nc2cccc(OCC(=O)O)c2)c1	-3%	-4%	0%	-12%	-3%	-7	-10%	-6	2	-1
COc1ccc(/C=C/C(=O)O)cc1COc1ccccc1C	1%	-1%	3%	19%	-17%	-7	2%	11	20	2
O=C(Cn1cc(C(=O)c2ccco2)c2ccccc21)NC1CCCCC1	-1%	3%	-2%	0%	0%	-7	-1%	10	-1	17
COc1ccccc1NC(=O)Nc1nc(CC(=O)Nc2ccccc2F)cs1	.	11%	.	0%	.	0	.	-4	.	7
CCc1nc2nc(C)c(NS(=O)(=O)c3ccc4c(c3)CCCC4)c(=O)n2[nH]1	7%	2%	-2%[11.5 µM]	-11%	-10%	-6	-5%	10	8	0
CC(C)NC(=O)c1ccccc1-c1ccccc1	-1%	-1%	2%	5%	0%	-3	-1%	-3	2	-5
CC(C)Oc1ccc(CN2CCC(n3nccc3NC(=O)C3CC3)CC2)cc1	-7%	8%	4%	-4%	1%	2	4%	-45	.	6
NC(=O)c1cc([N+](=O)[O-])ccc1NCC1CCCCC1	.	-9%	-12%	0%	.	8	.	7	.	2
O=C(CCc1nnc(C2CCCCC2)o1)N1CCCCC1CCn1cccn1 (stereo not given)	0%	5%	12%	9%	-26%	-1	-4%	-9	0	1
O=C(Nc1cc(Cl)ccc1N1CCOCC1)c1cccnc1	-1%	-2%	-9%	14%	-2%	-13	-5%	-22	1	3
O=C(NCc1ccccc1Cl)C1CCCN1C(=O)NC1CCCCC1 (stereo not given)	0%	-5%	6%	18%	1%	6	-7%	-7	0	-4
CCOC(=O)C1CCN(S(=O)(=O)c2cnc[nH]2)CC1	0%	10%	1%	24%	4%	-9	-4%	-3	3	2
O=C(Cn1[nH]c(=O)c2ccccc2c1=O)Nc1ccc(-c2nnc3n2CCCCC3)cc1	-3%	4%	4%	-1%	3%	-14	-1%	4	3	-3
CCC(C(=O)Nc1ccc(C(=O)O)cc1NC(=O)C(CC)c1ccccc1)c1ccccc1 (stereo not given)	3%	-7%	3%	11%	-27%	7	-7%	-2	11	-5
C/C(=N\N1C(=O)c2ccccc2NC1c1ccco1)c1ccccc1O (stereo not given)	3%	1%	3%	-36%	1%	.	1%	-6	-4	4
O=C(COC(=O)c1ccccc1C(=O)c1ccc(Cl)cc1)NCc1ccccc1	1%	7%	-3%	-11%	4%	3	3%	-4	-22	?
Cc1nc(C)c2c(c1C(F)(F)F)-c1ccccc1C2(F)F	1%	-11%	5%	27%	1%	-5	-9%	0	1	-2
Cc1ccc(SCC(=O)NCc2ccccc2C)cc1	4%	4%	3%	-12%	2%	3	-10%	-2	-2	?
Cc1c(-c2ccccc2)nnn1-c1ccc(F)cc1F	5%	-16%	5%	0%	0%	1	-6%	-2	3	8
O=c1c(F)cn(C2CCCO2)c(=O)n1Cc1ccccc1Cl (stereo not given)	3%	9%	3%	11%	-1%	9	-7%	0	-1	0
c1ccc(NC2=NCCN2CCC2CCCCC2)cc1	.	6%	4%	-17%	2%	8	-2%	17	2	-2
COc1cc(OC)cc(C(=O)OCC(=O)Nc2nnc(-c3ccccc3)o2)c1	.	.	-4%	-25%	.	3	.	18	.	.
Fc1cccc(Cl)c1/C=C/c1cnc2ccccc2n1	8%	.	44%[activator]	-22%	2%	-12	0%	-5	-2	20
O=C1C=C(c2ccc(Cl)cc2)C(=O)N1Nc1ccccc1	-1%	2%	-4%	-55%[inhibitor]	21%	1	3%	-1	0	?
SMILES	GALK inh	A-T KAP1 phos	ASM inhibitor	a7 integrin act	CXXC DNA block	KCNH2 WT inh	MBNL1-CUG inh	KCNH2 3.1 block	FBPA coupling cs	TRPV1 ag
Cc1cc(C)cc(OCC(=O)N(Cc2cccs2)C2CCS(=O)(=O)C2)c1 (stereo not given)	-4%	-1%	4%	22%	-5%	-12	-2%	47	0	2
CCN(CC)CCn1c2c(c(SCC(=O)Nc3nc(C)cs3)nc1=O)CCC2	.	8%	0%	-3%	.	21	.	10	.	1
CCOC(=O)c1[nH]c(C)c(C(=O)N2CCN(c3ccc(F)cc3)CC2)c1C	0%	-6%	-4%	10%	6%	17	10%	13	3	3
CC(NC(=O)c1cccs1)c1ccc(Cl)cc1 (stereo not given)	.	.	-2%	?	.	-2	.	-15	.	.
CC(=O)Nc1ccc(/C=N/OCC(=O)Nc2ccc(C)cc2)cc1	3%	-2%	1%	11%	5%	-3	.	-4	0	8
CC(OC(=O)c1cc2c(ccc3ccccc32)oc1=O)c1nc2ccccc2s1 (stereo not given)	-1%	0%	.	11%	9%	4	-9%	5	2	13
Cc1noc(C)c1C(=O)Nc1sc2c(c1C(N)=O)CCCCC2	0%	.	1%	17%	26%	3	3%	2	0	1
COc1ccc(C2C(C(=O)c3ccco3)=C(O)C(=O)N2CC2CCCO2)c(OC)c1 (stereo not given)	0%	3%	4%	0%	?	13	19%	-13	-2	-6
CCCCOC(=O)CSc1nnc(-c2cc(OC)c(OC)c(OC)c2)o1	-2%	1%	-1%	44%[7.66 µM]	-2%	0	-3%	-6	.	9
COc1ccc(C(=O)NC(C(=O)OCC(=O)Nc2sccc2C(N)=O)C(C)C)cc1 (stereo not given)	.	-12%	-3%	0%	.	-1	.	8	.	-3
Cc1cc(OCc2cc(C(=O)N(C)CCOc3ccccc3)no2)cc(C)c1Cl	-1%	5%	-11%	5%	2%	0	1%	18	0	6
COCCCNC(=O)Cc1c(C)c2c(cc(C)c3c(C(C)(C)C)coc32)oc1=O	.	-14%	-6%	-19%	11%	-9	?	20	0	?
CCOc1ccccc1CN1CCC(n2nccc2NC(=O)CCCc2ccccc2)CC1	-5%	7%	3%	-42%	2%	52	2%	-19	.	3
O=C(c1cc2cc([N+](=O)[O-])ccc2oc1=O)N1CCN(C2CCCCC2)CC1	1%	-6%	-3%	-16%	-1%	15	?	-30	6	-7
CCOc1ccc(N=C(C)C2=C(O)c3ccccc3C2=O)cc1	-2%	2%	-11%	7%	-2%	-1	14%	10	-1	22
COC(=O)C1CCN(C(=O)c2cc(-c3ccc(Cl)s3)nc3ccccc23)CC1	.	6%	74%[activator]	?	.	-5	.	-12	.	1
Cc1ccc(CNC(=O)CCS(=O)(=O)c2ccc(Br)s2)o1	-2%	0%	-1%	-7%[7.66 µM]	13%	-2	-2%	-28	1	16
Cc1ncc(CO)c(/C=N/NC(=O)c2cc3c(s2)CCCC3)c1O	6%	0%	-5%	-29%	91%[activator]	.	12%	7	5	13
Cc1ccc(N2CCN(C(=O)c3cc(C(=O)c4ccccc4C)c[nH]3)CC2)c(C)c1	1%	-1%	-26%	-7%	9%	-15	-2%	2	-3	?
CC1(NC(=O)Nc2ccccc2)CCS(=O)(=O)C1 (stereo not given)	5%	-12%	-1%	13%	-19%	-5	15%	0	1	-2
CCCC(=O)Nc1nc(C)c(-c2csc(Nc3ccccc3OC)n2)s1	2%	1%	-3%	2%	0%	9	6%	11	1	5
Cc1nc2ccccn2c1C(=O)N/N=C/c1ccc([N+](=O)[O-])o1	11%	-6%	-6%	5%	14%	10	.	10	-3	-1
COc1cccc(C(=O)Nc2ccc3[nH]ncc3c2)c1OC	5%	4%	-1%	17%	1%	-2	-2%	4	1	6
COc1cc2[nH]c(=O)c(C(=O)NCCCN3CCCCC3)c(O)c2cc1OC	0%	13%	4%	-4%	?	0	-8%	-14	-8	-1

Single entries from the entries so far.
Cc1ccc(SCC(=O)NCc2ccccc2C)cc1 – CXXC DNA block = 2%
CC(OC(=O)c1cc2c(ccc3ccccc32)oc1=O)c1nc2ccccc2s1 (stereo not given) – GALK inh = -1%
